Screening results: PubChem, NCI
Growth percent in the NCI-60 one-dose screen (48 h, 10 µM unless noted): 100 = growth as untreated, 0 = no growth, -100 = all killed.
NCI-H322M: NCI-H322M lung cancer; AID 1794733; 2.7% of 80,000 active
NCI-H522: NCI-H522 lung cancer | 8% of 78,000 active
NCI-H460: NCI-H460 lung cancer | 6.8% of 82,000 active | AID 1794736
NCI-H226: NCI-H226 lung cancer | 3.5% of 79,000 active | AID 1794732
NCI-H23: NCI-H23 lung cancer. 4% of 80,000 active
OVCAR-5: OVCAR-5 ovarian cancer | 2.9% of 82,000 active
NCI/ADR-RES: NCI/ADR-RES ovarian cells. 4.4% of 81,000 active. AID 1794790
OVCAR-8: OVCAR-8 ovarian cancer; 4.4% of 81,000 active; AID 1794782
OVCAR-3: OVCAR-3 ovarian cancer; 7% of 79,000 active; AID 1794787
An asterisk follows results filed as active; x = no result given; & = joins results of further samples. Rule for the calls: active = growth percent below 10; inactive = the rest.

SMILES	NCI-H322M	NCI-H522	NCI-H460	NCI-H226	NCI-H23	OVCAR-5	NCI/ADR-RES	OVCAR-8	OVCAR-3
Cc1sc2c(c1C)C(c1ccc(Cl)cc1)=N[C@@H](CC(=O)NCCCCCNC(=O)COc1ccc(C3CCC(=O)NC3=O)cc1)c1nnc(C)n1-2 (some centres undefined)	24	3.9*	73	8.4*	47	28	97	16	45
COc1ccc(-c2nc(/C=N/Nc3cc(C)nc4ccc(Cl)cc34)c(C)o2)cc1	-93*	-85*	-89*	76	42	-93*	-75*	-82*	-97*
COc1ccc2nc(-n3c(=O)c4ccccc4n(-c4ccccc4)c3=O)sc2c1	95	94	104	99	86	101	103	92	109
CCOC(=O)/C(C#N)=C\c1cccnc1	x	92	101	100	96	107	103	110	111
CCOC(=O)Cn1ccsc1=NC(=O)c1ccc(Cl)cc1	80	80	100	80	81	63	83	92	84
N#CC1=C(Nc2ccccc2Cl)SC(c2c(Cl)cccc2Cl)NC1=O (centres undefined)	82	72	86	87	88	124	98	82	99
COc1ccc(/C=C2\Oc3cc(OCCN4CCCC4)ccc3C2=O)cc1OC	93	93	77	100	90	100	91	93	102
C/C(=N\NC(=S)Nc1ccccc1)c1sc(Nc2cccc(O)c2)nc1C	93	86	104	97	92	104	94	101	98
CC(C)=CCCC(C)c1ccc(C)c2c1OCN(CCCCC(=O)O)C2 (centres undefined)	112	45	105	96	95	91	85	89	112
CN(C)c1ccc(/C=C/C(=O)c2ccc(NC(=O)CCN3CCCC3)cc2O)cc1	101	103	106	113	110	114	108	109	136
Cn1nc(NC(=O)C(F)(F)F)c2ncc(-c3ccccc3)nc21	116	89	109	101	100	104	112	96	105
C/C(=C1/SC(=S)NC1=O)c1ccc(Cl)c(O)c1	122	108	102	91	98	119	93	98	107
Cc1nc(-c2ccccc2)ncc1C(=O)O	84	96	x	101	94	107	99	106	101
CS(=O)(=O)Nc1ccccc1NS(C)(=O)=O	96	93	106	92	102	102	105	100	117
COc1cc(OC)c(NC(=O)c2ccccc2Cl)cc1Cl	88	x	100	92	92	97	99	99	95
CCCCCCCCCCCCCOC(=O)c1c(C)[nH]c(/C=C2\N=C(c3ccc[nH]3)C=C2OC)c1C	33	5.9*	16	-38*	31	44	22	18	11
O=C(CN1C(=O)c2ccccc2C1=O)N1CCOCC1	96	73	118	102	97	108	98	107	111
CC1=CC(=O)C(C(C)=NCc2ccccn2)C(=O)O1 (centres undefined)	100	90	113	103	103	106	103	102	108
Cc1ccc2nc(NC(=O)CSc3nc(-c4ccccc4)c(C#N)c(=O)n3C)sc2c1	102	93	98	76	96	99	95	105	107
CN(C)CCCC1(c2ccc(F)cc2)OCc2cc(-c3cc4ccccc4s3)ccc21 (centres undefined)	57	-9.9*	-78*	68	77	56	24	7.2*	-29*
CCCCCCCCCCCCCCCC(=O)OC[C@H](NC(=O)C(Cl)Cl)[C@H](O)c1ccc([N+](=O)[O-])cc1	93	83	101	96	100	91	100	102	111
CCN(CC)c1ccc(/C=C\c2cc(C)c3cc(C)ccc3n2)cc1	83	29	17	60	30	71	-4.3*	35	33
Nc1cccc(C(=O)c2ccccc2C(=O)O)c1	116	x	114	104	99	111	110	102	116
O=C1C=CC(=O)N1c1cc(Cl)ccc1Cl	124&107	85&73	107&118	105&90	108&117	99&105	108&114	100&124	118
ClC1=C(Br)C(Br)(Br)C(=C(Br)Br)C1(Br)Br	99	-25*	95	94	104	110	110	85	75
Cc1ccc(NC(=O)NNC(=O)/C=C/c2cn(-c3ccccc3)nc2-c2ccc(C)cc2)cc1	99	47	77	86	82	102	99	92	107
c1ccc2c(OCCCn3ccnc3)c3oc4ccccc4c3nc2c1	77	68	73	84	x	83	68	70	111
O=C(C=NC(=O)c1ccccc1)/C=C(\O)c1ccccc1	91	94	105	91	98	103	100	105	110
O=C1C=CC(=O)N1c1ccc(N=Nc2ccccc2)cc1	125	x	100	102	101	99	105	116	117
CCCSc1nc(Nc2ccc(S(N)(=O)=O)cc2)c(C#N)c(-c2ccc(Cl)cc2)n1	22	17	29	-2.1*	31	61	27	15	32

Record cards, as listed above:
O=C1C=CC(=O)N1c1ccc(N=Nc2ccccc2)cc1 across the screens: NCI-H322M: 125; NCI-H522: x; NCI-H460: 100; NCI-H226: 102; NCI-H23: 101; OVCAR-5: 99; NCI/ADR-RES: 105; OVCAR-8: 116; OVCAR-3: 117
CC1=CC(=O)C(C(C)=NCc2ccccn2)C(=O)O1 (centres undefined) across the screens: NCI-H322M: 100; NCI-H522: 90; NCI-H460: 113; NCI-H226: 103; NCI-H23: 103; OVCAR-5: 106; NCI/ADR-RES: 103; OVCAR-8: 102; OVCAR-3: 108

Remaining list, next part
SMILES	NCI-H322M	NCI-H522	NCI-H460	NCI-H226	NCI-H23	OVCAR-5	NCI/ADR-RES	OVCAR-8	OVCAR-3
CCCCCCOC(=O)c1cc(-c2cc([N+](=O)[O-])ccc2F)nc2ccccc12	99	87	101	95	89	98	92	95	98
c1ccc(C2=NC(c3ccccc3)CC2)cc1 (centres undefined)	x	88	x	85	92	101	104	100	110
Cc1cc(=O)[nH]c(NNC(=O)c2ccc(Cl)cc2)n1	106	94	104	91	99	100	x	101	111
Cc1ccc(S(=O)(=O)Nc2ccc(C(=O)/C=C/c3cccc(C)c3)cc2)cc1	100	91	99	94	100	103	102	85	103
Cc1ccc(-c2cc(-c3cc4ccccc4nc3Cl)[nH]c(=O)n2)cc1	32	-12*	0.5*	-8.6*	10	-8.4*	-39*	-49*	8.3*
CCCCC1COc2cccc3c(SCC(=O)N(C)c4cccc(Cl)c4)cc[n+]1c23 (centres undefined)	107	97	113	103	100	109	111	118	121
Cc1c(C(=O)Nc2nc3ccccc3s2)cnn1-c1ccccc1F	99	81	78	76	94	110	85	92	88
CCOC(=O)C1C(C)=CC(=O)CC1C(C)C (centres undefined)	123	116	105	103	107	106	106	108	107
CC(C)(N)CCC(=O)O	102	x	106	109	106	120	104	99	114
O=C(CSc1nnc(/C=C\c2ccco2)c(=O)[nH]1)c1ccc(Cl)cc1	99	85	104	97	103	123	105	103	150
O=C(Nc1ncc(Cc2ccc(Br)cc2)s1)C(=S)N1CCOCC1	101	88	108	96	100	102	106	98	108
O=C(c1cc2cccnc2n1-c1ccc(Cl)c(Cl)c1)N1CC(F)(F)C1	111	94	103	111	105	104	98	100	110
Cc1cc(/C=C/c2ccc(C(F)(F)F)cc2)c2ccccc2n1	72	59	44	56	48	99	49	67	63
Cc1nc2ccccc2c(/C=C/c2ccc(Cl)cc2)c1C(=O)/C=C/c1ccc(C(F)(F)F)cc1	-43*	-14*	-75*	-55*	-33*	-42*	-5.2*	2.8*	-86*
N/C(=N\O)c1ccc(Cl)cc1	112	83	106	100	87	92	94	95	112
NC(=S)NN=C(c1ccccc1)c1ccccc1	105	88	106	93	101	109	97	94	95
CC(=O)C1C=CC(C)(C(=O)O)C2C=C(C)C(=O)C(C)(O)C12 (centres undefined)	114	97	105	100	109	92	112	115	x
NS(=O)(=O)c1ccc(C(=O)N=Nc2c(O)[nH]c3ccccc23)cc1	100	95	104	103	102	105	107	100	113
CO[C@H]1CSS[C@@H]1Cn1nc(-c2ccc(Oc3ccccc3)cc2)c2c(N)ncnc21	53	-13*	21	17	40	28	43	48	61
O=CNc1cc([N+](=O)[O-])ccc1O	104	108	107	99	103	112	108	97	114
Cc1ccc[n+](CC(=O)c2cccs2)c1	108	80	103	102	98	110	102	102	102
ClC(Cl)c1ccccc1C(Cl)(Cl)Cl	102	96	113	102	107	104	101	95	112
COc1cc(C(=O)O)c(OC)c2c1OCO2	97	85	101	109	106	109	114	99	x
C=C(Cl)Cc1cc(C(CC)C(CC)c2ccc(O)c(CC(=C)Cl)c2)ccc1O (centres undefined)	88	65	84	81	71	104	85	85	81
COc1ccc(/C=C2\N=C(c3ccccc3)OC2=O)cc1OC	115	110	x	102	104	102	106	111	124
COC(=O)c1ccccc1OC	102	100	104	96	114	111	110	100	114
CCN(CC)CCCC(C)Nc1nc(-c2ccc(OC)cc2)nc2cc(Cl)ccc12 (centres undefined)	65	36	72	92	73	66	71	76	70
COc1cc(C2Nc3nc(SC)nc(N)c3N=C3c4ccccc4CCC32)cc(OC)c1OC (centres undefined)	97	92	100	96	78	112	71	89	87
O=c1cc(/C=N\Nc2nc(-c3ccc(Cl)cc3)cs2)c2cc(Cl)ccc2o1	94	95	103	96	93	96	100	104	102
COc1cc(/C=C2\CN(C)C(=O)C2=O)ccc1O	100	108	109	106	103	102	104	95	104
Cc1nc2ccc(Br)cn2c1-c1nnc(SCc2ccc(Br)cc2)o1	96	95	109	92	83	105	89	106	123
C=CCOC(=O)C1=C(C)NC2=C(C(=O)CCC2)C1c1ccc(OC)cc1 (centres undefined)	112	85	103	100	101	110	102	97	104
COC(=O)C(=[N+]=[N-])C(=O)c1ccc([N+](=O)[O-])cc1	100	79	61	x	102	110	102	95	113
COc1cc(-c2nn(-c3ccccc3)cc2-c2ccnc(NCCCNS(=O)(=O)c3cccc(F)c3)n2)ccc1Cl	x	65	81	79	95	x	83	81	93
CCOCc1cc(-n2c(-c3ccc(Cl)cc3)cc(C(=O)OCC)c2C)ccc1O	95	77	91	87	87	94	79	89	98
CC(=O)OC[C@@]1(O)C[C@@]23CC[C@@H]4[C@@]5(C)C[C@H]5CC[C@@]4(C)[C@@H]2CC[C@H]1C3	98	87	98	94	98	95	93	98	105
CCN(CC)CCCCCCCNc1cc(OC)cc2c(C)ccnc12	95	71	85	87	88	98	79	67	21
COc1ccc(Cc2nnc3sc(SCC(=O)c4ccc(C)cc4)nn23)cc1	97	88	110	99	97	115	96	102	109
Nc1[nH]ncc1-c1nnc(Nc2ccc3c(c2)OCO3)o1	x	65	109	x	103	109	97	101	126
COc1ccccc1NCC(=O)NN	113	98	113	95	109	114	109	106	118
Cc1cc2c3ccccc3ccc2[n+]2ccccc12	47	-10*	63	43	46	81	47	-28*	27
CCOc1ccccc1C(=O)OCC(=O)Nc1cccc(S(=O)(=O)N(C)C)c1	124	95	102	100	101	95	97	93	126
COc1ccc2c(c1)CC/C(=C\c1cccnc1Cl)C2=O	107	75	106	105	90	94	91	99	105
Nc1ccc(C(=O)c2ccc(N)cc2)cc1	114	95	113	102	105	104	113	115	139
Oc1[nH]c(N=C2N=c3ccccc3=N2)c2ccccc12	98	72	23	91	62	119	50	79	111

Eleven structures out of the list, ordered by SMILES length, rising:
SMILES	NCI-H322M	NCI-H522	NCI-H460	NCI-H226	NCI-H23	OVCAR-5	NCI/ADR-RES	OVCAR-8	OVCAR-3
COc1ccccc1NCC(=O)NN	113	98	113	95	109	114	109	106	118
Cc1cc2c3ccccc3ccc2[n+]2ccccc12	47	-10*	63	43	46	81	47	-28*	27
COc1ccc2c(c1)CC/C(=C\c1cccnc1Cl)C2=O	107	75	106	105	90	94	91	99	105
Nc1[nH]ncc1-c1nnc(Nc2ccc3c(c2)OCO3)o1	x	65	109	x	103	109	97	101	126
Cc1nc2ccc(Br)cn2c1-c1nnc(SCc2ccc(Br)cc2)o1	96	95	109	92	83	105	89	106	123
COc1ccc(Cc2nnc3sc(SCC(=O)c4ccc(C)cc4)nn23)cc1	97	88	110	99	97	115	96	102	109
C=CCOC(=O)C1=C(C)NC2=C(C(=O)CCC2)C1c1ccc(OC)cc1 (centres undefined)	112	85	103	100	101	110	102	97	104
CCOc1ccccc1C(=O)OCC(=O)Nc1cccc(S(=O)(=O)N(C)C)c1	124	95	102	100	101	95	97	93	126
CCOCc1cc(-n2c(-c3ccc(Cl)cc3)cc(C(=O)OCC)c2C)ccc1O	95	77	91	87	87	94	79	89	98
COc1cc(-c2nn(-c3ccccc3)cc2-c2ccnc(NCCCNS(=O)(=O)c3cccc(F)c3)n2)ccc1Cl	x	65	81	79	95	x	83	81	93
CC(=O)OC[C@@]1(O)C[C@@]23CC[C@@H]4[C@@]5(C)C[C@H]5CC[C@@]4(C)[C@@H]2CC[C@H]1C3	98	87	98	94	98	95	93	98	105

The results go on.
SMILES	NCI-H322M	NCI-H522	NCI-H460	NCI-H226	NCI-H23	OVCAR-5	NCI/ADR-RES	OVCAR-8	OVCAR-3
O=C1c2ccccc2C(=O)N1CCCN1c2ccncc2Sc2ccncc21	105	90	118	92	97	102	100	96	93
O=S(=O)(Nc1ncccn1)c1ccc(Nc2nc(-c3ccncc3)cs2)cc1	114	98	99	109	105	109	115	115	105
O=[N+]([O-])c1ccc2c(c1)C(=Nc1ccccc1)c1ccccc1-2	77	89	104	x	90	91	86	107	x
O=C1c2c(Cl)c(Cl)c(Cl)c(Cl)c2C(=O)C2(Cl)CC=CCC12Cl (centres undefined)	73	-81*	50	73	10	96	33	-35*	-94*
COc1ccc(OC)c(/C=C2/C=C(c3ccc(OC)c(OC)c3)N(CCc3ccc(S(N)(=O)=O)cc3)C2=O)c1	95	99	97	84	89	88	95	88	94
O=C(O)c1ccc(-n2cc(CNc3ccc(Oc4ccccc4)cc3)c(-c3ccccc3)n2)cc1	x	84	90	99	81	99	90	92	87
COc1cc(C(C)=C(c2ccc(OCCN(C)C)cc2)c2ccc(OCCN(C)C)cc2)ccc1F	97	100	106	93	96	103	105	104	109
Cc1ccc(-c2nc3nc(-c4ccc(F)cc4)nc(N4CCCNCC4)c3o2)cc1	-99*	-65*	-83*	112	-79*	-97*	-78*	-75*	-96*
N/C(=C\C(=O)n1nc(-c2ccccc2)cc1N)c1ccccc1	65	-22*	36	73	58	71	17	61	20
COc1cc(C=Nc2oc(-c3ccccc3)c(-c3ccccc3)c2C#N)cc(CN2CCOCC2)c1O	99	90	101	100	96	93	100	103	107
COc1cc(/C=C2\SC(=S)N(CC(=O)O)C2=O)ccc1OCCCCOc1ccc(/C=C2\SC(=S)N(CC(=O)O)C2=O)cc1OC	108	109	110	95	100	95	104	107	124
c1ccc(CO[C@H]2CO[C@H]3[C@@H]2OC[C@@H]3Oc2ccc(Nc3ncnc4ccsc34)cc2)cc1	93	70	84	80	63	95	73	82	94
CCOCCCCC(C)(C)O	106	121	120	100	103	100	110	95	107
